Assay outcomes (PubChem BioAssay)
KB-V1 MDR tox – kills drug-selected multidrug resistant KB-V1 cells. KB-V1 MDR cells viability, CellTiter-Glo, 72 h. Potency, µM (highest dose often 46.1 µM), for the others: at the highest dose activity change, negative = cytotoxicity, most hits filed as cytotoxic. 400,000 compounds, 3.4% hits; also: potency is read from the fitted curve at half-maximal effect; % is scaled to controls: 0 for no effect and ±100 for the full control effect; nearly all actives have a fitted effect of over 60% in size
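Following 72 h at 37 degrees C with compound, KB-V1 cell viability was read by CellTiter-Glo luminescence, medium being phenol-red-free DMEM plus 10% FBS; concentration-response parameters came from normalized, curve-fitted qHTS data.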
GLP1R cytotox – cytotoxic in the GLP-1 receptor inverse agonist counter-screen; HEK293 cAMP-luciferase reporter cells, luminescence, 24 h; Potency, µM (series often up to 38.3 µM), for the others: at the top dose activity change, negative = inhibition, usual class: inhibitors; 410,000 compounds, 0.13% hits; AID 624418;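 also: loss of luciferase light is scored as toxicity; potency is read from the fitted curve at half-maximal effect; % is scaled to controls: 0 for no effect and ±100 for the full control effect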
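1536-well qHTS counterscreen of the MLSMR; 200 cells/uL, 12 h pre-incubation, 23 nL cpd, 24 h at 37 deg C 5% CO2, luciferase detection reagent, 12 min RT, luminescence. Inhibition = undesired.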
PTHR1 agonist – agonists of human PTHR1 parathyroid hormone receptor; Q03431; HEK293 GP2 PTHR1 cells, GloSensor cAMP luminescence, 1 h; Potency, µM (titrated, usually from 115 µM), inactives show at the highest dose activation, actives largely listed as activators; 410,000 compounds, 0.075% hits; AID 743266; also: potency is read from the fitted curve at half-maximal effect; nearly all actives have a fitted effect of over 55% in size; some results filed as inactive show a strong effect at the top dose; inactives centre near -15; many of its hits are not listed in these tables
Target sequence (Q03431 whole entry, looked up): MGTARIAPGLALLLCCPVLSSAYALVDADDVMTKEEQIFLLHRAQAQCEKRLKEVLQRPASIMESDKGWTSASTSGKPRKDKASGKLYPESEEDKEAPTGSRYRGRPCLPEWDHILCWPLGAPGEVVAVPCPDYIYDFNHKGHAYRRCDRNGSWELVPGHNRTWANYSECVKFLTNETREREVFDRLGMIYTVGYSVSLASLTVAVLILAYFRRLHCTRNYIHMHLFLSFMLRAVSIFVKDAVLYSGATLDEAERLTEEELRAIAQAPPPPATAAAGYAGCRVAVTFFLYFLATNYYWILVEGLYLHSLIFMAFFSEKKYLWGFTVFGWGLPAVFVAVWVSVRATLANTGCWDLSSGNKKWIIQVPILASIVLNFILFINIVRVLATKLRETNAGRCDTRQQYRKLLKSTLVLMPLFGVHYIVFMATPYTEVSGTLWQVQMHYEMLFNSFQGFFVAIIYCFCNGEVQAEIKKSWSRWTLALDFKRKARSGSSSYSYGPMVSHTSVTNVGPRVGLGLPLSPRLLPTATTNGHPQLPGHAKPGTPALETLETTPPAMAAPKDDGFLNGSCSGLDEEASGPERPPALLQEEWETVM
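HEK-293-derived GP2 cells expressing PTHR1 and a GloSensor cAMP reporter, 3,000/well, plated overnight, given luciferin plus IBMX (each 0.5 mM as added) for 1 h at 37 °C, then compound for 1 h at 37 °C. Luminescence was read after 15 min at room temperature.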
TDP-43 yeast inh – inhibitors of TDP-43 toxicity in yeast; TDP-43 expressing yeast growth rescue, BacTiter-Glo, 24 h; Potency, µM (highest dose often 46.1 µM), for the others: at the highest dose growth rescue (activation), usual class: activators; AID 652104; 410,000 compounds, 1.8% hits; also: potency is read from the fitted curve at half-maximal effect; % of control where 0% means no effect; nearly all actives have a fitted effect of over 50% in size
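Cell-based yeast growth screen: TDP-43 expression induced in galactose, inoculum OD600=0.02 after raffinose pregrowth to mid-log. Read-out BacTiter-Glo luminescence at 24 hr, 30 deg C; inhibition of toxicity seen as signal increase.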
D3 ag – activates the human D3 dopamine receptor; D3R DiscoveRx beta-arrestin cells, luminescence, 90 min; AID 652048; max activation, %; 410,000 compounds, 0.58% hits; P35462; in the data active = max activation above about 30%; also: 0% is about no effect; mostly tested at two doses, the higher about 12 µM
Target sequence (P35462 whole entry, looked up): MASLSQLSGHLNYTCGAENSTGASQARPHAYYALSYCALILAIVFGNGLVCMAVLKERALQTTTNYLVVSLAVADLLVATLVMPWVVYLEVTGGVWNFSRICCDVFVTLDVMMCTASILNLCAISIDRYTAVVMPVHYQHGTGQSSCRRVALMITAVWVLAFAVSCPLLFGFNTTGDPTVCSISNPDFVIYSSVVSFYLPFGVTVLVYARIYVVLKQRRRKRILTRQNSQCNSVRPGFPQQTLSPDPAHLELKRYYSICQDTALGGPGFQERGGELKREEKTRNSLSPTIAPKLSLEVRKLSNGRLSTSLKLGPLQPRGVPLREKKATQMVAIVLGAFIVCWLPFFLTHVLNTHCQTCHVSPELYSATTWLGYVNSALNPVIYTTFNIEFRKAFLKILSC
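Agonist-mode cell screen: cells plated at 1500/well and incubated overnight at 37 °C, then exposed to library compounds for 90 min at 37 °C. Detection reagent was added for 30–60 min at room temperature, and luminescence was read.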
aSyn rescue – inhibitors of alpha-synuclein toxicity in yeast; Potency, µM (doses to about 46.1 µM), inactives show at the highest dose growth rescue (activation), hits mostly activators; 370,000 compounds, 0.14% hits; AID 652106; Yeast expressing alpha-synuclein, growth rescue, BacTiter-Glo, 24 h; also: potency is read from the fitted curve at half-maximal effect; % of control where 0% means no effect; nearly all actives have a fitted effect of over 65% in size
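Galactose-induced alpha-syn yeast (OD600=0.02, raffinose-pregrown) + pinned cpd, 24 hr, 30 deg C; growth by BacTiter-Glo luminescence. Growth restoration scores as activation.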
GLP-1R inv ag – GLP-1 receptor (human) inverse agonism; 410,000 compounds, 1.6% hits; P43220; Potency, µM (highest dose often 38.3 µM), for inactives: at the highest dose activity change, negative = inhibition, hits mostly inhibitors; HEK293 GLP-1R CRE-luciferase, luminescence, 24 h; GLP-1R form is constitutively active; also: potency is read from the fitted curve at half-maximal effect; % is scaled to controls: 0 for no effect and ±100 for the full control effect; nearly all actives have a fitted effect of over 55% in size
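Assay principle: reduced luminescence from a cAMP-responsive reporter in HEK293 cells co-expressing a constitutively active GLP-1R. Conditions: 24 hr compound incubation, 37 deg C, 5% CO2.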
DRD3 antagonist – antagonists of human D3 dopamine receptor; P35462; D3R cells, DiscoveRx beta-arrestin luminescence, antagonist mode; active compounds read low; max response, negative = inhibition, %; 360,000 compounds, 2.5% hits; in the data active = max response below about -50%; inconclusive = no clear call, values can overlap the other calls; also: % is scaled to controls: 0 for no effect and ±100 for the full control effect; mostly tested at two doses, the higher about 12 µM
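Cells expressing the human receptor were seeded at 1500 cells/well, incubated overnight at 37 degrees C in 5% CO2, then exposed to library compounds with dopamine controls for 90 minutes at 37 degrees C before luminescent detection.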
GLP-1R agonist – GLP-1 receptor (human) agonism; HEK293 GLP-1R CRE-luciferase, luminescence, 4-6 h; cells express a hypersensitive GLP-1R form; Potency, µM (titrated, usually from 45.6 µM), without a hit: at the top dose activation, usual class: activators; 380,000 compounds, 0.007% hits; also: potency is read from the fitted curve at half-maximal effect; % of control where 0% means no effect
Active calls of the source: *; i = inactive; ? = inconclusive; . = no result given; [ ] = remark or other dose. Unless noted, calls follow the shape of the dose curve; as a rule, active = well fitted curve in the direction sought with a large enough effect; inconclusive = small, poorly fitted or top-dose-only effect, or another doubt; inactive = no such curve, though single readings can be large; an effect the other way counts as inactive or inconclusive.

[1] Cc1ccc(S(=O)(=O)N2CCc3cc(C(=O)Nc4c(C)cccc4C(C)C)ccc32)cc1
[2] COc1ccc(/C=C(/NC(=O)c2ccccc2)C(=O)N/N=C/c2cccs2)cc1OC
[3] CN(C)c1ccc(CC(=O)c2nc3ccccc3s2)cc1
[4] CN(C)S(=O)(=O)c1ccc2c(c1)c(=O)c(C(=O)N1CCN(c3cccc(Cl)c3)CC1)cn2C
[5] CCOC(=O)/C=C/C(=O)OCC(=O)NC(c1ccccc1)c1ccccc1
[6] O=C(NCc1ccncc1)/C(=C\c1ccc(F)cc1)NC(=O)c1ccccc1
screen / no.,1,2,3,4,5,6
KB-V1 MDR tox,4%,13%,-4%,-16%,-16%,17%
DRD3 antagonist,.,-14,?,.,-29,23
aSyn rescue,.,3%,5%,.,15%,-1%
PTHR1 agonist,-5%,-1%[57.5 µM],-36%[inhibitor],i,-36%[inhibitor],-24%
GLP-1R inv ag,-22%,0%,-18%,-15%,22%,12%
GLP1R cytotox,6%,0%,19%,1%,-22%,0%
D3 ag,3,-3,-1,-10,4,1
GLP-1R agonist,.,-3%,-1%,-1%,-30%,-6%
TDP-43 yeast inh,4%,-10%,24%,14%,?,-1%

[7] O=C(Nc1scc(-c2ccccc2)c1C(=O)O)c1ccc(F)cc1
[8] O=C(COC(=O)COc1ccccc1F)NCc1ccco1
[9] c1ccc(-c2nc(N3CCCCC3)nc3ccccc23)cc1
[10] CC1CN(C(=O)c2cn3ccccc3n2)CC(C)O1 (stereo unspecified)
[11] CC1(C(=O)NS(=O)(=O)c2ccc(C#N)cc2)CCN1C(=O)c1cccc(F)c1 (stereo unspecified)
[12] CN(CC(=O)Nc1cccc(F)c1)C(=O)C1CC(=O)N(CCc2ccccc2)C1 (stereo unspecified)
screen / no.,7,8,9,10,11,12
KB-V1 MDR tox,2%,20%,9%,15%,-2%,2%
DRD3 antagonist,20,4,-21,12,6,18
aSyn rescue,-1%,-1%,-2%,-2%,5%,-1%
PTHR1 agonist,i,-5%,i,-19%,-12%,i
GLP-1R inv ag,?,6%,?,14%,12%,7%
GLP1R cytotox,-18%,-16%,258%[activator],15%,4%,2%
D3 ag,3,11,3,8,4,0
GLP-1R agonist,-3%,-2%,-1%,1%,1%,0%
TDP-43 yeast inh,-56%[inhibitor],10%,18%,4%,9%,16%

Laid out differently: results already given
cpd | Structure | KB-V1 MDR tox | DRD3 antagonist | aSyn rescue | PTHR1 agonist | GLP-1R inv ag | GLP1R cytotox | D3 ag | GLP-1R agonist | TDP-43 yeast inh
9 | c1ccc(-c2nc(N3CCCCC3)nc3ccccc23)cc1 | 9% | -21 | -2% | i | ? | 258%[activator] | 3 | -1% | 18%
10 | CC1CN(C(=O)c2cn3ccccc3n2)CC(C)O1 (stereo unspecified) | 15% | 12 | -2% | -19% | 14% | 15% | 8 | 1% | 4%
11 | CC1(C(=O)NS(=O)(=O)c2ccc(C#N)cc2)CCN1C(=O)c1cccc(F)c1 (stereo unspecified) | -2% | 6 | 5% | -12% | 12% | 4% | 4 | 1% | 9%

More records follow:
[13] Cc1ccc(NCCC(=O)c2ccc(Cl)c(Cl)c2)cc1
[14] Cc1cccc(-c2noc(C3CCCCC3)n2)c1
[15] CN(C)c1ccc(NC(=O)c2sc(SCC(=O)Nc3ccc(Br)cc3)nc2N)cc1
[16] Cc1cc(C)n(CCC(=O)Nc2ccc(-c3ccno3)cc2)n1
[17] c1ccc2c(-c3cnc4cccnn34)cncc2c1
[18] CCCNC(=O)c1cc2c(C(F)(F)F)nn(C)c2s1
screen / no.,13,14,15,16,17,18
KB-V1 MDR tox,-3%,?,?,-14%,5%,-34%
DRD3 antagonist,-12,12,3,0,-6,12
aSyn rescue,-13%,-1%,-13%,1%,7%,-2%
PTHR1 agonist,i,-32%[inhibitor][57.5 µM],-11%,i,i,26%
GLP-1R inv ag,-27%,0%,-1%,-2%,1%,2%
GLP1R cytotox,-14%,11%,-13%,-11%,-2%,-3%
D3 ag,7,-2,0,2,7,-11
GLP-1R agonist,-12%,0%,-4%,10%,7%,7%
TDP-43 yeast inh,-25%,9%,-12%,24%,20%,5%

[19] N#C/C(=C/c1ccc(CNC(=O)C(=O)Nc2cc(Cl)cc(Cl)c2)o1)C(=O)NCc1cccnc1
[20] CN(Cc1c(C(=O)N/N=C/c2cccc(F)c2)nnn1-c1nonc1N)c1ccccc1
[21] CCOC(=O)c1c(NC(=O)CSc2nc3cccnc3n2C)sc(C(C)=O)c1C
[22] COc1ccc(C(=O)Nc2ccc(OCc3cc(=O)n4ccccc4n3)cc2)cc1
[23] CC(C)(C)c1ccc(C(=O)NCC(=O)N/N=C/c2cccnc2)cc1
[24] Cc1ccc(S(=O)(=O)C2(C(=O)Nc3nccs3)CC2)cc1
screen / no.,19,20,21,22,23,24
KB-V1 MDR tox,1%,5%,?,.,9%,0%
DRD3 antagonist,-28,24,-11,.,-7,0
aSyn rescue,-1%,-1%,4%,.,-8%,5%
PTHR1 agonist,-13%,-1%,-1%[57.5 µM],i,-12%,i
GLP-1R inv ag,10%,?,22%,17%,-11%,17%
GLP1R cytotox,-17%,-2%,-15%,-9%,-8%,1%
D3 ag,1,4,5,3,-6,-1
GLP-1R agonist,-5%,-1%,6%,.,3%,-2%
TDP-43 yeast inh,13%,5%,5%,24%,-9%,17%

[25] CCOC(=O)C1=C(C)NC(C)=C(C(=O)OCC)C1C1=COCCO1
[26] COC(=O)Cc1c(O)ccn(Cc2ccc3c(c2)OCO3)c1=O
[27] Cc1cc(C)nc(NC(=O)c2ccc(OC(C)C)cc2)n1
[28] Cc1ccc(S(=O)(=O)NNC(=O)c2ccncc2)cc1
[29] O=C(NCc1ccncc1)C1=NN(c2ccccc2)C(=O)CC1
[30] CC(C)NC(=S)NC(=O)c1ccc(-c2ccccc2)cc1
screen / no.,25,26,27,28,29,30
KB-V1 MDR tox,12%,-5%,3%,-1%,-2%,?
DRD3 antagonist,-23,7,-3,-6,-10,12
aSyn rescue,-1%,2%,-3%,-2%,-1%,-17%
PTHR1 agonist,i,i,-11%,i,-23%,-52%[inhibitor]
GLP-1R inv ag,-6%,16%,-2%,11%,-3%,10µM*
GLP1R cytotox,-3%,8%,15%,-9%,17%,?
D3 ag,-1,11,1,3,-3,2
GLP-1R agonist,3%,-2%,-3%,-8%,5%,-4%
TDP-43 yeast inh,-3%,-1%,-9%,8%,-15%,18µM*

[31] O=C(O)/C=C/C(=O)N(CC1CCCO1)C1CC(=O)N(c2c(Cl)cccc2Cl)C1=O (stereo unspecified)
[32] Cc1ccc(C(NC(=O)N2CCCCC2)=C(Cl)Cl)cc1F
[33] O=C(NCc1ccco1)c1cccc(Nc2nc3ccc(Br)cc3[nH]2)c1
[34] CC(=O)N1CCc2cc(S(=O)(=O)N3CCc4ccccc43)ccc21
[35] O=C(Cc1ccccc1)Nc1sc2c(c1C(=O)Nc1ccccc1Cl)CCCCC2
[36] COc1cc(C2c3c(-c4ccccc4)n[nH]c3C(=O)N2c2ccc(C(=O)O)cc2)ccc1O (stereo unspecified)
screen / no.,31,32,33,34,35,36
KB-V1 MDR tox,18%,0%,-7%,.,-8%,0%
DRD3 antagonist,-9,?,-4,-22,.,3
aSyn rescue,-6%,-5%,-10%,0%,.,0%
PTHR1 agonist,i,-15%,5%,-94%[inhibitor],-11%,-21%
GLP-1R inv ag,-4%,?,?,14%,2%,11%
GLP1R cytotox,0%,-19%,-3%,0%,17%,10%
D3 ag,-12,-14,-13,-1,0,4
GLP-1R agonist,-5%,-2%,2%,7%,.,7%
TDP-43 yeast inh,-26%,-10%,-3%,-16%,19%,0%

[37] Cc1ccc(/C=C/C(=O)NCc2cccs2)cc1
[38] COc1ccc(C2C(=O)N(C3CCCCC3)CC(=O)N2Cc2ccc3c(c2)OCO3)cc1 (stereo unspecified)
[39] Cc1nc(C)c(-c2ccc(SCC(=O)Nc3ccc(Cl)c(Cl)c3)nn2)s1
[40] Nc1c(Cl)nc(-c2ccccc2)nc1Cl
[41] Cc1ccc(Cl)cc1N1CCN(C(=O)CN(c2ccccc2)S(=O)(=O)N(C)C)CC1
[42] CC(=O)c1ccc(N2C(=NC(=O)CCC3CCCC3)SC3CS(=O)(=O)CC32)cc1 (stereo unspecified)
screen / no.,37,38,39,40,41,42
KB-V1 MDR tox,4%,-1%,.,2%,?,17%
DRD3 antagonist,2,7,.,8,-5,15
aSyn rescue,1%,1%,.,4%,-4%,-7%
PTHR1 agonist,-12%,1%,-32%[inhibitor],-4%,-19%,-7%
GLP-1R inv ag,8%,-14%,16%,4%,?,20%
GLP1R cytotox,5%,-7%,2%,1%,7%,1%
D3 ag,-8,-11,-1,1,-12,-5
GLP-1R agonist,2%,-2%,.,14%,8%,-8%
TDP-43 yeast inh,29%,8%,18%,0%,14%,4%

[43] CNc1nnc(SCC(=O)c2cc(C)n(C3CC3)c2C)s1
[44] Cc1ccc(OCC(=O)OCC(=O)NC2CCCCCC2)cc1C
[45] CC1CCN(C(=O)c2ccc(NS(=O)(=O)c3ccc4[nH]c(=O)[nH]c4c3)cc2)CC1
[46] CCOc1ccc(C2/C(=C(/O)c3ccc4c(c3)CC(C)O4)C(=O)C(=O)N2CCCn2ccnc2)cc1OCC (stereo unspecified)
screen / no.,43,44,45,46
KB-V1 MDR tox,0%,-10%,12%,7%
DRD3 antagonist,-1,-13,0,3
aSyn rescue,1%,0%,1%,-3%
PTHR1 agonist,i,8%,-1%,i
GLP-1R inv ag,5%,1%,39%[activator],-2%
GLP1R cytotox,-2%,1%,-3%,3%
D3 ag,-1,-1,-1,-7
GLP-1R agonist,0%,8%,13%,-3%
TDP-43 yeast inh,14%,-14%,-11%,1%

This is a subset. The share of hits here may be higher or lower than overall.
